EPAC2 antagonist: qHTS for Antagonist of cAMP-regulated guanine nucleotide exchange factor 2 (EPAC2): primary screen | Potency, µM (titrated, usually from 114 µM), without a hit: top-dose activity, negative = inhibition, most hits filed as inhibitors | AID 720708, 2013 | hit rate 0.18% among 360,000 | Rap guanine nucleotide exchange factor 4 (Homo sapiens), Q8WZA2 | EPAC2 GEF exchange of Rap1B-BODIPY-GDP, fluorescence; also: potency is read from the fitted curve at half-maximal effect; % is scaled to controls: 0 for no effect and ±100 for the full control effect; nearly all actives have a fitted effect of over 45% in size; many of its hits are not listed in these tables
Target sequence (Q8WZA2 whole entry, looked up): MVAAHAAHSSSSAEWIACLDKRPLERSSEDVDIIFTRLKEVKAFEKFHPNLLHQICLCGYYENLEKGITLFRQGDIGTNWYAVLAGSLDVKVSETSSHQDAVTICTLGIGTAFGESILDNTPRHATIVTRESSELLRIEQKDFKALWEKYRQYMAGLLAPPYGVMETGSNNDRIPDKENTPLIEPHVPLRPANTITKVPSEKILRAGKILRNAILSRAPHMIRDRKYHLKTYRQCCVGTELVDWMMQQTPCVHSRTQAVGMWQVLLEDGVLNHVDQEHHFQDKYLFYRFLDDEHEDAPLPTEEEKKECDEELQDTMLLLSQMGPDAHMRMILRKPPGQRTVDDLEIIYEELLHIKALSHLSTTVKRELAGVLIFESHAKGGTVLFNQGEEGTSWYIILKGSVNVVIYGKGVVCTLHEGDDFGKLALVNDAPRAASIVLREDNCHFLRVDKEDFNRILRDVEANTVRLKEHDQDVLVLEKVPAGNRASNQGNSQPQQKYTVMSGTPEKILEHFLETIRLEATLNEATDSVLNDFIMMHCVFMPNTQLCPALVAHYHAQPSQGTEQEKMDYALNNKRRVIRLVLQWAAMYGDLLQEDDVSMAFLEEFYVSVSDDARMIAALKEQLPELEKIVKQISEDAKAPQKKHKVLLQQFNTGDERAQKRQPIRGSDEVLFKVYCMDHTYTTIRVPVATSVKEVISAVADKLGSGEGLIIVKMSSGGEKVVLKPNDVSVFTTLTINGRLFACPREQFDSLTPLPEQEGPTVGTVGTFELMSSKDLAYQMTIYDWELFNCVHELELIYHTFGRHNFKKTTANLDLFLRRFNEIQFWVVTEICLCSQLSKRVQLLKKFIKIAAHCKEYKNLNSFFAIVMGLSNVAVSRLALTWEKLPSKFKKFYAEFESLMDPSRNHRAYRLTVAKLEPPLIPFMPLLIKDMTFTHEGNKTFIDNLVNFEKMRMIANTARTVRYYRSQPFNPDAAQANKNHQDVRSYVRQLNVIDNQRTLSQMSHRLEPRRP
aSyn rescue: qHTS of alpha-syn Inhibitors; AID 652106, 2013; Potency, µM (highest dose often 46.1 µM), inactives show at the top dose growth rescue (activation), hits mostly activators; Yeast expressing alpha-synuclein, growth rescue, BacTiter-Glo, 24 h; hit rate 0.14% among 370,000; also: potency is read from the fitted curve at half-maximal effect; % of control where 0% means no effect; nearly all actives have a fitted effect of over 65% in size
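Galactose-induced alpha-syn yeast (OD600=0.02, raffinose-pregrown) + pinned cpd, 24 hr, 30 deg C; growth by BacTiter-Glo luminescence. Growth restoration scores as activation.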
FUS suppressor: qHTS for Suppressors of FUS Proteinopathy: Primary screen using FUS-linked yeast assay. S. cerevisiae FUS-expressing, growth rescue, OD600, 24 h. hit rate 0.24% among 390,000. Potency, µM (highest dose often 76.6 µM), inactives show at the top dose growth rescue (activation), actives largely listed as activators;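 also: potency is read from the fitted curve at half-maximal effect; plate controls were DMSO vehicle for no effect and reference control for full effect; nearly all actives have a fitted effect of over 55% in size; some results filed as inactive show a strong effect at the top dose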
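S. cerevisiae expressing FUS from galactose induction served as the toxicity model. Growth after 24hr at 30C, read as absorbance at 600 nm, indicates suppression of toxicity; compounds dosed at several concentrations.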
Abeta rescue: qHTS for compounds that reverse cellular toxicity of Amyloid beta (A-beta) peptide in yeast: Primary Screen. yeast expressing A-beta42, growth rescue, OD600, 48 h; response scale: 0% DMSO, 100% iron-clioquinol control. Potency, µM (highest dose often 46.1 µM), inactives show top-dose growth rescue, actives largely listed as activators. hit rate 0.063% among 410,000. AID 1347071, 2019; also: potency is read from the fitted curve at half-maximal effect; nearly all actives have a fitted effect of over 55% in size
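Yeast A-beta toxicity model in growth medium with pinned compounds, 48 h at 30 C; growth read as absorbance at 600 nm. Normalized to FeCl3/clioquinol equimolar mix (positive) and DMSO (negative).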
D3 ag: qHTS of D3 Dopamine Receptor Agonist: qHTS. D(3) dopamine receptor (Homo sapiens), P35462. D3R DiscoveRx beta-arrestin cells, luminescence, 90 min. max activation, %. hit rate 0.58% among 410,000; in the data active = max activation above about 30%; also: 0% is about no effect; mostly tested at two doses, the higher about 12 µM
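Cells at 1500/well, incubated overnight, then treated with pinned compounds (dopamine as control) for 90 min at 37 degrees C. DiscoveRx reagent added for 30 - 60 minutes at room temperature; luminescence read.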
TDP-43 yeast inh: qHTS of TDP-43 Inhibitors. TDP-43 expressing yeast growth rescue, BacTiter-Glo, 24 h. Potency, µM (series often up to 46.1 µM), without a hit: at the highest dose growth rescue (activation), actives largely listed as activators. hit rate 1.8% among 410,000; also: potency is read from the fitted curve at half-maximal effect; % of control where 0% means no effect; nearly all actives have a fitted effect of over 50% in size
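Yeast cells expressing TDP-43 under galactose induction are exposed to compounds for 24 hr at 30 deg C. BacTiter-Glo luminescence measures growth, so protective compounds score as activators.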
EPAC2 agonist: qHTS for Agonist of cAMP-regulated guanine nucleotide exchange factor 4 (EPAC2): primary screen | Rap guanine nucleotide exchange factor 4 (Homo sapiens), Q8WZA2 | EPAC2 activation, biochemical qHTS; response scale: 100% = 6.5 mM cAMP response | Potency, µM (titrated, usually from 154 µM), without a hit: at the top dose activation, actives largely listed as activators | hit rate 0.079% among 360,000; also: potency is read from the fitted curve at half-maximal effect; nearly all actives have a fitted effect of over 50% in size
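In this primary screen, activation is scored as increased exchange of BODIPY-GDP from Rap1B by 100 nM EPAC2, with 50 uM GDP as competitor. Signal is normalized to the 6.5 mM cAMP agonist control.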
DRD3 antagonist: qHTS of D3 Dopamine Receptor Antagonist: qHTS. D(3) dopamine receptor (Homo sapiens), P35462. D3R cells, DiscoveRx beta-arrestin luminescence, antagonist mode; active compounds read low. max response, negative = inhibition, %. hit rate 2.5% among 360,000; in the data active = max response below about -50%; inconclusive = no clear call, values can overlap the other calls; also: % is scaled to controls: 0 for no effect and ±100 for the full control effect; mostly tested at two doses, the higher about 12 µM
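Cells expressing the human receptor were seeded at 1500 cells/well, incubated overnight at 37 degrees C in 5% CO2, then exposed to library compounds with dopamine controls for 90 minutes at 37 degrees C before luminescent detection.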
* marks the source's active call; other numbers are inactive results; ? = inconclusive; · = not tested or not shown; & = joins results of further samples; [ ] = another dose, or the depositor's remark. Unless noted, calls follow the shape of the dose curve; as a rule, active = well fitted curve in the direction sought with a large enough effect; inconclusive = small, poorly fitted or top-dose-only effect, or another doubt; inactive = no such curve, though single readings can be large; an effect the other way counts as inactive or inconclusive.

SMILES | EPAC2 antagonist | aSyn rescue | FUS suppressor | Abeta rescue | D3 ag | TDP-43 yeast inh | EPAC2 agonist | DRD3 antagonist
CC(C)c1cc(C(=O)N/N=C/c2ccco2)n[nH]1 | -3% | -7% | 0% | 1% | 2 | 12% | 15% | -6
Cc1ccc(S(=O)(=O)CCSc2nccn2C)cc1 | 6% | 1% | 2% | 3% | -4 | -6% | 3% | 4
CC(C)Cc1nnc(NC(=O)c2cc3c(s2)CCC3)s1 | 8% | 3% | 21% | 3% | 6 | -19% | -7% | 27
COc1ccc(NC(=O)CSc2nc(N)c(NC(=O)c3cccs3)c(=O)[nH]2)cc1 | 18% | -7% | -25% | 0% | 0 | 17% | 10% | 5
COc1ccccc1NC(=O)CSc1nnc(-c2ccco2)o1 | -2% | -1% | 10% | -5% | -1 | 13% | 9% | -1
CN(C)c1ccc(CN2CCC(C(=O)NC(c3ccc(F)cc3)c3ccc4ccccc4n3)CC2)cc1 (stereo unspecified) | 11% | 27% | 23% | 8% | -23 | 23% | -4% | -82*
Cc1nc(N2CCN(Cc3ccccc3)CC2)c(C#N)c2c1COC(C)(C)C2 | -1% | -6% | -20% | -6% | -17 | -7% | -3% | -30
Cc1ccc(C(=O)N2CCC(C(=O)NCc3cccnc3)CC2)cc1 | 26% | -4% | -22% | 6% | 2 | 7% | 2% | 2
CCc1c(C)nc2c(OC)cccc2c1SCCC(=O)O | 1% | -6% | -14% | 5% | 2 | -4% | -1% | 9
Cc1onc(-c2ccccc2)c1C(=O)N1CCN(C(=O)c2ccco2)CC1 | 11% | 0% | -13% | 7% | -1 | -25% | 6% | -125*
COc1ccc(OCCCC(=O)OC(C)C(=O)Nc2ccccc2[N+](=O)[O-])cc1 (stereo unspecified) | 4% | 13% | 19% | -5% | 3 | 16% | 16% | -6
CN(CC(=O)Nc1ccc(Br)cc1)S(=O)(=O)c1cccc2nsnc12 | · | · | -24% | -12% | -4 | 22µM* | · | ·
COc1ccc(C2c3c(n(C)c4ccccc34)C(=O)N2CC(=O)Nc2c(C)cc(C)cc2C)cc1 (stereo unspecified) | · | · | ? | -11% | 2 | 6% | · | ·
Oc1oc(-c2ccccc2)nc1C=Nc1ccccc1 | 3% | -10% | -1% | -32% | -8 | -23% | 14% | -16
O=C(CNC(=O)c1ccco1)OCN1C(=O)c2ccccc2C1=O | 2% | -3% | 12% | 0% | -22 | -15% | 10% | 0
O=c1ccc2ccccc2n1Cc1cccc(F)c1 | ? | 8% | 3% | -12% | 4 | ? | -2% | -8
CCC(C)c1ccc(N(C(=O)c2ccco2)C(C(=O)NC2CCCC2)c2cccnc2)cc1 (stereo unspecified) | -14% | 1% | 14% | -2% | -2 | 6% | -1% | 0
Cc1cc(=O)[nH]c(N/N=C/c2cccs2)n1 | 0% | 0% | · | -3% | -3 | -1% | 5% | -15
Cc1cc(C(=O)NC(C)Cc2ccccc2)cc(C)c1[N+](=O)[O-] (stereo unspecified) | 6% | -9% | -1% | -10% | 2 | -1%[9.22 µM] | 17% | 6
COC(=O)c1ccc(NC(=O)C2CCN(C(=O)c3ccc(F)cc3)CC2)cc1 | · | · | -5% | 7% | 0 | 9% | · | ·
CC(=O)c1cn(CC(=O)NCc2ccco2)c2ccccc12 | -4% | 3% | 5% | 10% | 2 | -3% | -9% | 6
O=C1CC(c2cccc(O)c2)Oc2ccccc21 (stereo unspecified) | -4% | 12% | · | -6% | -2 | ? | 8% | 3
CCOC(=O)C1(S(=O)(=O)c2ccc(Cl)cc2)CCN(Cc2ccccc2)CC1 | 2% | -6% | 17% | 7% | -17 | 14% | 8% | ?
COCCCNC(=O)c1csc([C@@H]2O[C@H](CO)[C@H](O)[C@H](O)[C@H]2O)n1 | -6% | 0% | -5% | -14% | -4 | 0% | 6% | 13
Cc1ccc2c(c1)C(c1ccc(F)cc1)N(C(=O)c1ccc(S(=O)(=O)N3CCCCC3)cc1)CC(=O)N2 (stereo unspecified) | · | · | 32µM* | -14% | -5 | -9% | · | ·

An excerpt from above in order of formula weight, lowest first.
SMILES | EPAC2 antagonist | aSyn rescue | FUS suppressor | Abeta rescue | D3 ag | TDP-43 yeast inh | EPAC2 agonist | DRD3 antagonist
O=C1CC(c2cccc(O)c2)Oc2ccccc21 (stereo unspecified) | -4% | 12% | · | -6% | -2 | ? | 8% | 3
CC(C)c1cc(C(=O)N/N=C/c2ccco2)n[nH]1 | -3% | -7% | 0% | 1% | 2 | 12% | 15% | -6
CN(CC(=O)Nc1ccc(Br)cc1)S(=O)(=O)c1cccc2nsnc12 | · | · | -24% | -12% | -4 | 22µM* | · | ·

Further records.
SMILES | EPAC2 antagonist | aSyn rescue | FUS suppressor | Abeta rescue | D3 ag | TDP-43 yeast inh | EPAC2 agonist | DRD3 antagonist
C/C(N)=C(/C#N)C(=O)COC(=O)C1Cc2ccccc2CN1S(C)(=O)=O (stereo unspecified) | -14%&14% | -3%&-1% | ? | -1%&-4% | 9&-5 | -21%&-4% | 3%&0% | 15&-22
COCCn1c(C)cc(C(=O)CSc2nc3ccccc3s2)c1C | -6% | 2% | 21% | 17% | 2 | 30% | 4% | 24
O=C(CSc1nc2ccccc2n1-c1ccccc1)NCC1CCCO1 (stereo unspecified) | -2% | 2% | -14% | 7% | 8 | 6% | 8% | -28
CCOC1CC(C)(C)NC(=S)N1 (stereo unspecified) | -1% | -3% | · | 9% | -6 | 21% | -9% | 1
CC(C)NC(=S)NC(c1ccccc1)(c1ccccc1)c1ccccc1 | ? | -9% | 19% | -12% | -9 | 15% | 5% | -23
CCc1ccc(CCC(=O)N2CCN(S(=O)(=O)c3sc(C(=O)O)c(C)c3C(=O)O)CC2)cc1 | 7% | 1% | · | 1% | -14 | 23% | -1% | -5
Nc1nc(SCC(=O)NCc2ccccc2Cl)[nH]c(=O)c1NC(=O)c1ccccc1F | -6% | -5% | · | 20% | -1 | 4% | 8% | -16
CN1CCN(C(=O)CCNC(=O)Cn2ccc3ccccc3c2=O)CC1 | -1% | 0% | 35% | 9% | -3 | -19% | -1% | ?
CC(Nc1n[nH]c(=S)[nH]c1=O)C(=O)OCc1ccccc1 (stereo unspecified) | -1% | 2% | 15% | 13% | 3 | -5% | 7% | -12
CCOC(=O)C1(CCCc2ccccc2)CCN(CC(O)CO)CC1 (stereo unspecified) | 13% | 0% | 8% | -11% | -8 | -23% | 3% | 7
Cc1ccc(Cn2ccsc2=NC(=O)COC(=O)c2ccc(NC(=O)CC#N)cc2)cc1 | 6% | -4% | ? | 20% | 6 | 21% | 3% | 14
C(/CCc1ccccc1)=N\n1cnnc1 | -1% | -10% | 2% | 20% | -2 | -9% | 4% | 1
CCCCCCCCCCOC(=O)Cn1c(COc2ccccc2C)[n+](C)c2ccccc21 | ? | -52%[inhibitor] | 40µM* | -69%[inhibitor] | -15 | · | -1% | ?
COc1ccccc1NC(=O)CSc1ccc(-c2ccc(-n3ccnc3)cc2)nn1 | 5% | 2% | 13% | -8% | 2 | 20% | 4% | 12
CC(=O)Oc1ccc(-c2csc(Nc3cccnc3)n2)cc1 | -2% | -4% | -19% | -4% | 3 | 20% | -11% | -1
Cc1ccc(CCNC(=O)C2CCN(S(=O)(=O)c3ccc4c(c3)oc(=O)n4C)CC2)cc1 | 18% | 1% | 13% | 9% | 5 | 12% | -5% | 2
COc1ccccc1NC(=O)c1c(C)nn(-c2ccccc2)c1Cl | -18% | 0% | 20% | -15% | 2 | 25µM* | 4% | 4
CCN(c1ccccc1)S(=O)(=O)c1ccc(OC)c(OC)c1 | 6% | 0% | 26% | 15% | -4 | -25% | 1% | 13
O=C(NCC1CCCO1)c1ccc2ccccc2n1 (stereo unspecified) | 0% | 2% | -10% | 10% | 2 | 11% | 6% | ?
C=CCOC(=O)c1[nH]c2c(c1C)C(=O)CC(c1ccco1)C2 (stereo unspecified) | 4% | 2% | 8% | 2% | -9 | 20% | -6% | -26
Cc1ccc(C(=O)OCC(=O)N(C)c2c(N)n(Cc3ccccc3)c(=O)[nH]c2=O)s1 | 4% | 1% | 6% | -4% | 9 | -1% | 7% | 4
Cn1c(-n2cccc2)c(-c2c(-c3ccc(F)cc3)[nH]c3c2c(=O)n(C)c(=O)n3C)c(=O)n(C)c1=O | · | · | -5% | -18% | -24 | -21% | · | ·
COc1ccccc1C(=O)Nc1ccc(OCC(=O)N2CC(C)OC(C)C2)cc1 (stereo unspecified) | 0% | 2%[1.84 µM] | 0% | 7% | -14 | 6% | 7% | -4
O=C1N=C(N2CCOCC2)S/C1=C\c1ccc(-c2ccccc2Cl)o1 | -13% | 0% | -4% | 35% | 1 | 8% | -6% | 8
NS(=O)(=O)c1ccc(CCNC(=O)c2ccc3c(c2)OCCO3)cc1 | 6% | -2% | 20% | -6% | 4 | -15%[9.22 µM] | 8% | 9

Next structures follow.
SMILES | EPAC2 antagonist | aSyn rescue | FUS suppressor | Abeta rescue | D3 ag | TDP-43 yeast inh | EPAC2 agonist | DRD3 antagonist
O=C(NCCCO)C(=O)Nc1cc2c3c(c1)CCN3C(=O)CC2 | 2% | 1% | -27% | 0% | -4 | 24% | 4% | -1
CC(OC(=O)c1cc(=O)c2ccccc2o1)C(=O)c1ccccc1 (stereo unspecified) | -3% | 1% | -14% | -12% | 0 | 0% | 7% | 22
CC(C)(C)n1nc2c(c1NC(=O)c1cccc(Cl)c1)CS(=O)(=O)C2 | 19% | 1% | 22% | 2% | -4 | -17% | 13% | -6
O=S(=O)(NCC(Nc1ccccc1)c1ccccc1)c1ccc(Cl)cc1 (stereo unspecified) | -16% | 0% | 4% | 24% | -4 | 20% | 16% | -8
O=S(=O)(c1ccccc1Br)N1CCN(c2ncccn2)CC1 | -13% | ? | -5% | 5% | 0 | 13µM* | 4% | -14
CC(C)[C@H](NC(=O)c1ccccc1F)C(=O)NC1CCCCC1 | -3% | 0% | -2% | -6% | -4 | 4% | 0% | 13
CCCOc1ccc(C2C(=O)N(C3CCCCCC3)CC(=O)N2Cc2ccccc2OC)cc1OC (stereo unspecified) | · | · | ? | -14% | -20 | -30%[inhibitor] | · | ·
CC(=O)C1=C(C)NC2=C(C(=O)CC(C)(C)C2)C1C (stereo unspecified) | -9% | 0% | 5% | -25% | 4 | -12%[0.397 µM] | 3% | 4

A portion of the library; count on the stated rates, not on these rows.
